eIF4E 4G PPI: inhibitors of eIF4E and eIF4G interaction in translation initiation; P63073+Q04637; TR-FRET eIF4E-eIF4GI(517-606) binding, 2 h; inhibition, % at 21.7 µM; hit rate 0.37% among 220,000;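 note: 0% = full FRET control wells and 100% = background wells lacking eIF4GI fragment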
EBV gp42 inh: EBV gp42 inhibition | Q1HVG2 | Fluorescence polarization binding assay, mP read-out | inhibition, % (tested at 21.74 µM) | hit rate 0.42% among 220,000 | AID 1085; in the data active = inhibition above about 50%
KCC2 mod: KCC2 (human) Cl- transport modulation. Q9H2X9. KCC2 cells, thallium flux FluoZin-2 fluorescence. B-score of Tl+ flux slope (higher = more flux/activation; lower = inhibition) at 10 µM. hit rate 2.2% among 190,000. AID 1456;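 active = thallium flux slope and its plate-corrected score both differing from the plate sample mean at a set confidence after two filtering rounds, in either direction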;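 note: slope of fluorescence scaled to starting intensity during 10 to 20 s after thallium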
Furin inh: human furin inhibition; P09958; purified furin, fluorogenic substrate cleavage; inhibition, % at 30 µM; hit rate 0.061% among 220,000; in the data active = inhibition above about 25%; note: inactives centre near -15
Target sequence (P09958 108-714 limits assumed): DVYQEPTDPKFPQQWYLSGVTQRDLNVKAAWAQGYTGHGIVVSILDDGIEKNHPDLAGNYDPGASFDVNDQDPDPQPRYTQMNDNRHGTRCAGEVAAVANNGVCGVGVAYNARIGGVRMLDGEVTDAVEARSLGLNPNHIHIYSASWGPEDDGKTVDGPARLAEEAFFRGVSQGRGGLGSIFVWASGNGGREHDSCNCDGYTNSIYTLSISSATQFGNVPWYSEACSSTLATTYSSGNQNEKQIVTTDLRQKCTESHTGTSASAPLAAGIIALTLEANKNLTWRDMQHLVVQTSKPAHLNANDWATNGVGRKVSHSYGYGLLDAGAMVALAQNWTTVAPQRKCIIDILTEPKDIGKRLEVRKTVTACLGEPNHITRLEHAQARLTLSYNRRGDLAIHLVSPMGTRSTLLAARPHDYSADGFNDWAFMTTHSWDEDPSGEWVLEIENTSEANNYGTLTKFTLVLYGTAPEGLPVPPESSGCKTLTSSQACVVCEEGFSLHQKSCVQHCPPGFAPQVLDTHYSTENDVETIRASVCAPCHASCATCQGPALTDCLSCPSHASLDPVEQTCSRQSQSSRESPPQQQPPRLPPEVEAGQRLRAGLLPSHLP
NCF1 inh: p47phox (human) inhibition. P14598. p47phox/p22phox peptide binding, fluorescence polarization, 2 h. inhibition, % at 24.7 µM. hit rate 0.53% among 220,000. AID 1274;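 note: 0% = p47phox with labelled peptide and 100% = labelled peptide alone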
14-3-3 Bad PPI: disrupts binding of bovine 14-3-3 zeta to phospho-Bad peptide. P63103. TR-FRET 14-3-3zeta/Dy647-pBad peptide displacement, 1 h. inhibition, % at 21.7 µM. hit rate 0.71% among 220,000;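 active = inhibition above about 70%, limit read from the data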;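 note: 0% = full 14-3-3 plus peptide FRET controls and 100% = background without 14-3-3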
Target sequence (P63103 whole entry, looked up): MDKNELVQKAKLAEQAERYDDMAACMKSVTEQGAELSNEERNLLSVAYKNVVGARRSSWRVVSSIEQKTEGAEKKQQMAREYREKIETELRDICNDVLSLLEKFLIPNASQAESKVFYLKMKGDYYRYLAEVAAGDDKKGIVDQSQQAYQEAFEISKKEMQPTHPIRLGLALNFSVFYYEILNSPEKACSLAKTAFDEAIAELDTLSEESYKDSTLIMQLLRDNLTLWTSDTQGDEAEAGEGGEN
Rad51 HR inh: Rad51 (human) homologous recombination inhibition | Q06609 | hRad51 DNA strand exchange, fluorescence dequenching | inhibition, % at 10 µM | hit rate 0.085% among 200,000;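 active = inhibition above 40% at the single screening dose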;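 note: 0% = DMSO control wells and 100% = blanks with heterologous ssDNA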
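Test system – preformed human Rad51 ssDNA filaments · Reagent – Donor/quencher-labelled 47-bp dsDNA substrate · Incubation – 37 °C 15-min filament assembly, 30-min compound preincubation, 15-min exchange · Signal – FRET fluorescence dequenching, excitation 485 nm, emission 520 nm · Read-out – percent inhibition from fluorescence, normalised to plate control and blank means · Benchmarks – plate control and blank wells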
thrombin 1536: inhibitors of human thrombin; P00734; hit rate 0.26% among 220,000; inhibition, % at 5 µM; AID 1046; alpha-thrombin, Boc-VPR-AMC fluorogenic substrate cleavage;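 active = inhibition at or above 40%; inactive = inhibition below 40%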;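 note: 0% = enzyme with no compound and 100% = wells without enzyme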
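Assay system: human alpha-thrombin enzyme. Reagent: Boc-VPR-AMC substrate, 15 µM final. Compound dosing: one concentration per compound, 5 µM, with 0.2% DMSO. Incubation: room-temperature reaction. Technique: AMC fluorescence, 355/460 nm. Measure: % inhibition relative to enzyme controls and enzyme-free blanks.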
hK5 inh: blocks human kallikrein 5 protease activity; recombinant hK5, fluorogenic AMC substrate cleavage; inhibition, % at 5 µM; hit rate 0.59% among 210,000; AID 873;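 active = inhibition of 40% or more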;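 note: 0% = enzyme controls without compound and 100% = no-enzyme blanks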
Target sequence (Q9Y337 67-293 limits assumed): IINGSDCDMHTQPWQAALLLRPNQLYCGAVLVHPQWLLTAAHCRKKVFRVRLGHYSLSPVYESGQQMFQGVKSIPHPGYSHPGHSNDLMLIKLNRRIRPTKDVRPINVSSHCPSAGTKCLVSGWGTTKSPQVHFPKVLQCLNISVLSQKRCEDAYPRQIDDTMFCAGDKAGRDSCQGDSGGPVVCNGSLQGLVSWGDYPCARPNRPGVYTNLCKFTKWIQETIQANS
Numbers without * were called inactive; i = inactive; / = no result given; [ ] = remark or other dose.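 Rule for the calls, unless noted: active = inhibition above about 30% (limit read from the data); inactive = the rest.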 Random draw from the library; overall some 4.7% were active at least once.

Order of results: eIF4E 4G PPI, EBV gp42 inh, KCC2 mod, Furin inh, NCF1 inh, 14-3-3 Bad PPI, Rad51 HR inh, thrombin 1536, hK5 inh
> Nc1c(C(=O)NCCN2CCOCC2)c2nc3ccccc3nc2n1-c1cccc(F)c1
→ 9, -5, -0.17, -34, -9, 52, -4, -4, -6
> C[C@]12CS(=O)(=O)C[C@H]1SC(=S)N2c1ccccc1
→ 3, -5, 0.35, 9, -3, 3, 12, 5, 5
> Nn1c(SCC(=O)Nc2ccc3c(c2)OCO3)nnc1-c1ccccc1
→ 4, -14, -0.59, -18[20 µM], -6, -7, -16, -1, -17
> CCOC(=O)c1ccc2c(c1)[nH]c(=S)n2CC
→ 5, -9, 4*, -25, -3, -4, 4, -6, 3
> O=C1N=C(N2CCOCC2)S/C1=C1\C(=O)N(Cc2ccccc2)c2ccccc21
→ -2[fluorescence artefact?], -2, -0.88, -17, -1, -4, -1, 5, -4
> O=C(c1nc2ccccn2c1CNCCCn1ncc2ccccc21)N1CCCC1
→ -2, -10, /, -16, -9, 0, 28, -4, /
> COc1cccc(C=Nc2cccc3c(=O)[nH][nH]c(=O)c23)c1O
→ -3, -15, -0.033, -16, -8, 1, -6, -13, -5
> Cc1cccc(/C=N/n2c(-c3ccco3)n[nH]c2=S)c1
→ 14, -17, 17*, -21, -6, -7, /, -2, 3
> Fc1cccc(NC(=S)NCc2cccnc2)c1
→ -7[fluorescence artefact?], -3, 0.69, -22, -12, 7, -2, -1, -3
> CCN1CCN(C(=O)C2CCC(CNS(=O)(=O)c3ccccc3)CC2)CC1 (stereo not drawn)
→ -7[fluorescence artefact?], -8, 0.35, -22[20 µM], -7, 4[fluorescence artefact?], 3, -5, -1
> Cc1ccc(O)c(C(=O)c2cnc3c(c2)c(=O)n(C)c(=O)n3C)c1
→ -2, -3, -0.41, -22, -8, -11, 18, 2, -11
> O=C(NCCCO)/C(=C\c1ccco1)NC(=O)c1ccc(Br)o1
→ 9[fluorescence artefact?], 3, 0.68, 4, -11, 4, 24, -5, -11
> COc1ccccc1NS(=O)(=O)c1ccc(NC(=O)c2ccncc2)cc1
→ 1, 9, -0.43, -16, -4, 7, -7, -2, 4
> O=C(Cn1c(=O)n(-c2ccc(F)cc2)c(=O)c2sccc21)NC1CCCCC1
→ -3, -24, 0.024, -39, -10, -7, -2, -10, 7
> Cc1cccc(-n2nnnc2SC(C)C(=O)NCCC2=CCCCC2)c1 (stereo not drawn)
→ -6, -10, /, -6, -5, 3, 0, 4, -2
> CCc1ccc(N(C(=O)CCC(=O)Nc2cc(C)on2)C(C(=O)NC2CCCC2)c2ccco2)cc1 (stereo not drawn)
→ 4, -13, -0.65, -9[20 µM], 7, -3, -1, -3, -4
> CCOC(=O)C1=C(C)NC(=O)NC1c1ccc(OCC(N)=O)cc1 (stereo not drawn)
→ -4, -1, 1.3, -21[20 µM], 10, -9[fluorescence artefact?], -1, -2, -8
> CCNC(=O)COC(=O)c1sccc1C
→ 1, -6, 0.56, -6, -8, -6, 4, -3, -3
> COc1ccc(C2CC(C(F)(F)F)n3nc(C(=O)NCc4cn(C)nc4C)c(Cl)c3N2)cc1 (stereo not drawn)
→ -4, -10, -1.8, -24, 4, -7, 4, -2, -4
> CC(C)C(=O)Nc1ccc(N2CCN(C(=O)c3cccs3)CC2)cc1
→ 0, -23, 0.67, -20, -37, -4[fluorescence artefact?], -4, -9, 1
> O=C(CSc1nnc(-c2cccs2)n1-c1ccccc1)N1CCCC1
→ -7, -9, /, -12, -15, -2, 0, 1, 8
> CS(=O)(=O)N(CC(=O)NCC1CCCO1)c1ccc(F)c(Cl)c1 (stereo not drawn)
→ -3, -27, 0.69, -12[20 µM], -1, -2, 4, 6, 11
> CCOC(=O)C1CCCN(C(=O)CSCc2ccccc2)C1 (stereo not drawn)
→ 5, -1, 0.76, -18[20 µM], -7, 84*, 2, -3, -2
> N#Cc1ccccc1COc1ccc(/C=C/C(=O)O)cc1
→ 2, 2, 0.79, -11, 2, 9, -12, 0, 13
> Cc1ccc(/C=C/C(=O)O)cc1S(=O)(=O)NCC1CCCO1 (stereo not drawn)
→ 0, -2, -0.37, -32, 0, -10, 5, 0, -1
> Cc1cccc(N2C(=O)/C(=C/c3cccnc3)SC2=S)c1
→ -2, -14, 0.85, -20, -9, -3, /, -11, 1
> CN(CCOC(=O)c1ccc2c(c1)OCO2)C(C)(C)C
→ 5, -5, 0.18, -4, -5, 0, /, -3, 0
> COc1cc(OC)cc(-c2nnc(SCc3c(F)cccc3Cl)o2)c1
→ 13, -15, -0.056, -8, -10, -5, -9, 2, -3
> CCOC(=O)c1ccc(CNCc2ccccc2)cc1
→ -1, -20, 1, -20, 12, -2, 2, -5, -14
> COc1cc(N=C2C(=O)N3c4c(cccc42)C(C)=CC3(C)C)cc(OC)c1
→ -1, 5, -0.9, -12, 3, -25, /, 1, -5
> Cc1ccc(C(=O)Nc2nc3ccccc3c(=O)s2)cc1
→ 6[fluorescence artefact?], -3, 41*, -12, 1, 24[fluorescence artefact?], -4, -3, 2
> O=C(/C=C/c1ccccc1)NC(NC(=S)Nc1cccc(Cl)c1)C(Cl)(Cl)Cl (stereo not drawn)
→ 1, 1, /, -10, -17, 8, -4, 2, 5
> O=[N+]([O-])c1ccc(NC2CCN(Cc3ccccc3)CC2)c([N+](=O)[O-])c1
→ 1, -10, -5.2*, -10, -9, -8, 7, -3, -3
> CCOC(=O)c1cc(CC)sc1NC(=O)CSc1nc2ccccc2c(=O)n1Cc1ccco1
→ -1[fluorescence artefact?], -8, 0.9, -21, -15, -26, -4, -3, -19
> CC(=O)Nc1ccc(C(=O)CSc2nc3ccc(C)cc3[nH]2)cc1
→ -1, -13, 0.75, -12, -14, -4, 4, -9, -16
> CCOC(=O)c1cnc2c(C)cc(C)cc2c1Nc1ccc(S(=O)(=O)Nc2ncccn2)cc1
→ 14[fluorescence artefact?], 11, -1.6, 3, -12, -16[fluorescence artefact?], -1, -6, -13
> CNC(=S)NNC(=O)c1ccc(N(C)C)cc1
→ 1, -11, 0.74, -13, -5, -1, 18, -6, 2
> CC(C)CN1C(=S)SC(C)(C)C1n1oc(=O)n(-c2ccccc2)c1=O (stereo not drawn)
→ -2, -35, -0.18, -15, -10, 1, 2, -7, 2
> Cc1cccc(NC(=O)NC2CC(=O)N(c3ccc4c(c3)OCCO4)C2)n1 (stereo not drawn)
→ -1, -14, -0.47, -32, -1, -1, 13, 0, -1
> Cc1ccc(N2C(=O)CC(SCC(=O)Nc3ccc(S(N)(=O)=O)cc3)C2=O)cc1 (stereo not drawn)
→ -3, 1, 1.1, -8, -3, -5, /, -8, -1

Continued (2 carried over from the part before).
Order of results: eIF4E 4G PPI, EBV gp42 inh, KCC2 mod, Furin inh, NCF1 inh, 14-3-3 Bad PPI, Rad51 HR inh, thrombin 1536, hK5 inh
> Cc1cccc(NC(=O)NC2CC(=O)N(c3ccc4c(c3)OCCO4)C2)n1 (stereo not drawn)
→ -1, -14, -0.47, -32, -1, -1, 13, 0, -1
> Cc1ccc(N2C(=O)CC(SCC(=O)Nc3ccc(S(N)(=O)=O)cc3)C2=O)cc1 (stereo not drawn)
→ -3, 1, 1.1, -8, -3, -5, /, -8, -1
> O=C1NC(=S)S/C1=C\c1ccc(SCc2ccco2)o1
→ 22, -53, 119*, -2, -80, 47, 11, -2, -46
> COC(CNC(=O)CNC(=S)N(Cc1ccccc1)Cc1cccnc1)OC
→ -3, -10, -0.67, -23, -20, -8, -7, -7, -4
> Cc1ccc(SCC(=O)Nc2ccc(-c3nc4ccccc4[nH]3)cc2)cc1
→ 13[fluorescence artefact?], 2, 0.72, -21, -11, -12[fluorescence artefact?], -2, 1, -17
> CCOc1ccc(-n2ccnc2)nn1
→ -3, -14, 0.86, -20, -7, -1, 12, 4, 4
> CC(C)(C)NC(=O)C(c1ccccn1)N(C(=O)c1ccc2c(c1)OCCO2)C1CCCC1 (stereo not drawn)
→ 3, -6, /, -24[20 µM], 0, 0[fluorescence artefact?], -6, 3, -18
> CCC(=O)N1CCc2cc(S(=O)(=O)NCCC(=O)N3CCN(c4ccccn4)CC3)ccc21
→ 0, -10, 0.36, -1, -12, 2, 1, -3, 3
> CC(=O)/C(=C/Nc1ccc(Oc2ccccc2)cc1)c1ccccc1
→ 0, 2, /, 2[20 µM], -9, 1, 9, -1, -24
> CN(C)C=Nc1c(Br)cc(Br)c2nonc12
→ 1, 1, i, -9, -117, 6, i, -3, -9
> O=C(Nc1cc(C(F)(F)F)cc(C(F)(F)F)c1)c1ccc(Cn2cc(C(F)(F)F)ccc2=O)cc1
→ 5, 7, 0.45, -28[20 µM], -11, -15[fluorescence artefact?], -1, -1, 7
> O=C(CSc1nc2ccccc2n1S(=O)(=O)c1cccc([N+](=O)[O-])c1)NCc1cccs1
→ -1[fluorescence artefact?], 14, -0.34, 0, -8, 6, 2, -4, -6
> O=C(NCCSCc1c(F)cccc1Cl)c1ccc(CN2CCOCC2)cc1
→ -7, 4, -0.12, -17, -6, 1, /, -1, -13
> O=C(Nc1ccccc1-c1ccccc1)C1CCC1
→ 2, -13, 0.073, -13, -6, -6, -5, -3, -1
> CCOC(=O)c1[nH]c2ccc(OC)cc2c1NC(=S)N1CCN(c2cccc(C)c2C)CC1
→ -4[fluorescence artefact?], -8, -0.25, -6, 3, -1[fluorescence artefact?], -7, -6, 8
> CCn1nc(C)c(/C=N/NC(=O)c2nc3nc(C)cc(C)n3n2)c1C
→ 0, -18, 0.15, -14, -18, 1, -2, -5, 2
> O=C(N[C@@H](Cc1ccc(O)cc1)C(=O)O)c1cccnc1
→ -1, -5, /, -28, -10, 8, -6, -2, -2
> C/C(=N\O)C(C)(C)Nc1ccc(Br)cc1
→ -1, -17, -0.87, -8, -6, 0, -6, 16, 11
> Cc1cc(C(=O)CSc2nn3c(=O)c(C(C)(C)C)nnc3s2)c(C)n1C
→ -5, 4, 0.021, -10, -14, -14, -49, -8, -10
> O=C(NCCCN1CCCC1=O)c1ccc(OCc2ccccc2)cc1
→ 9[fluorescence artefact?], -5, -0.5, -21[20 µM], -7, 10, -3, -6, -1
> CCNc1ccc(Br)cc(C(=O)/C=C/c2ccc3c(c2)OCO3)c1=O
→ 27[fluorescence artefact?], 34, 0.018, -5[20 µM], -7, 50, -8, 1, -8
> CC(C)C1=Nc2cccc3cccc(c23)N1
→ 3[fluorescence artefact?], -15, 0.19, -23[20 µM], 150*, 38, /, 6, -9
> Cc1cccc2cc(CN(CCN(C)C)C(=S)Nc3ccccc3)c(=O)[nH]c12
→ 8[fluorescence artefact?], 5, -0.056, -11, -13, -13, 3, -5, -24
> Cc1ccc(C(=O)Nc2nnc(C3CCCCC3)s2)o1
→ 2, -10, -0.45, -6[20 µM], -13, -2, 1, 4, -2
> Cc1ccc(C)c(Cn2c(C)nc3c(sc(=S)n3-c3ccccc3)c2=O)c1
→ 1, -3, 0.77, -9, 15, 5, 3, 4, 3
> CC(C)C(CCN1C(=O)c2ccccc2C1=O)c1ccco1 (stereo not drawn)
→ 1, -12, -0.58, -10[20 µM], -7, 10, 4, -2, -3
> CNc1nc(CC(C)=O)ns1
→ 0, -3, -0.69, -25, -6, -3, 2, -6, -4
> COc1ccccc1NCC(O)Cn1c2ccccc2c2ccccc21 (stereo not drawn)
→ 6, -2, 2.2, -5[20 µM], -9, -19[fluorescence artefact?], 0, 3, 6
> CCOC(=O)N1CCN(Cc2nc3c(c(=O)n(C)c(=O)n3C)n2Cc2ccccc2)CC1
→ -1, 1, -0.9, -4, 0, -4, 4, 10, 15
> COC(=O)c1cccc(NC(=O)Cc2coc3cc(OC)ccc23)c1
→ 0, 12, 0.013, 24[20 µM], -11, -3, -4, 10, 38

Bioassay records from PubChem BioAssay.
